Assay outcomes (PubChem BioAssay)
E coli Lon inh: inhibitors of E. coli Lon protease | AID 602123 | actives 0.42% (n = 360,000) | P0A9M0 | inhibition, % at 7.94 µM | purified E. coli Lon protease, fluorescence polarization; in the data active = inhibition above about 13%, passing the limit was not always enough;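 also: 0% = enzyme with probe and DMSO and 100% = no enzyme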
MsrA inh: bovine MsrA inhibition; purified bovine MsrA, absorbance read-out; inhibition, % at 15.5 µM; actives 0.75% (n = 360,000); AID 651718; in the data active = inhibition above about 4.5%;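 also: 0% = vehicle wells with enzyme and 100% = reference inhibitor wells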
STEP block: STEP (human) phosphatase inhibition; recombinant STEP, OMFP fluorogenic substrate, fluorescence; inhibition, % at 20 µM; actives 0.25% (n = 360,000);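 active = inhibition at 20 µM, scaled per plate between control wells, above about 37%, limit read from the data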;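 also: 0% = DMSO with enzyme and substrate and 100% = substrate only without enzyme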
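System: STEP (striatal-enriched tyrosine phosphatase) enzyme, cell-free; medium: Bis-Tris pH 6.0 buffer with DTT, detergent; dosing: 20 µM, 1% DMSO; times: reaction 20 min, ambient temperature; detection: fluorescence, 480/540 nm; read-out basis: normalized % inhibition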
Scp-1 inhibitor: blocks human Scp-1 phosphatase activity; Recombinant Scp1, phosphopeptide, malachite green phosphate absorbance; inhibition, % at 20 µM; actives 0.88% (n = 340,000);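 active = inhibition above about 50% at 20 µM, limit read from the data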;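 also: plate controls were DMSO wells with enzyme for no effect and wells lacking enzyme for full effect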
Target sequence (Q9GZU7 76-261 limits assumed): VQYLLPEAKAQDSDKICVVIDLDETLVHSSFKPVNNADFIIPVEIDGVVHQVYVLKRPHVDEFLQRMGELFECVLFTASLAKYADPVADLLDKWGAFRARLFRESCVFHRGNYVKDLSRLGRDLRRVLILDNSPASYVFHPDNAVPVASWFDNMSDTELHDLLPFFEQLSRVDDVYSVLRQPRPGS
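System: SCP-1 catalytic domain; Reagent: Phospho 17-mer peptide substrate; Doses: one concentration, 20 µM, with 1.0% DMSO; Incubation: 45 min room-temperature reaction, 5 min colour, 30 min stabiliser; Signal: Phosphate-binding colour reagent, absorbance read at 630 nm.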
CendR NRP1 mod: NRP-1/CendR interaction modulation. O14786. FAM-RPARPAR peptide binding to NRP-1, fluorescence polarization. inhibition, % at 25 µM. actives 0.85% (n = 360,000);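 active = inhibition or corrected inhibition above about 18%, plus a signal ratio from 0.5 to 1.5, limit read from the data, passing the limit was not always enough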; also: strong numbers were not always called active
Target sequence (O14786 whole entry, looked up): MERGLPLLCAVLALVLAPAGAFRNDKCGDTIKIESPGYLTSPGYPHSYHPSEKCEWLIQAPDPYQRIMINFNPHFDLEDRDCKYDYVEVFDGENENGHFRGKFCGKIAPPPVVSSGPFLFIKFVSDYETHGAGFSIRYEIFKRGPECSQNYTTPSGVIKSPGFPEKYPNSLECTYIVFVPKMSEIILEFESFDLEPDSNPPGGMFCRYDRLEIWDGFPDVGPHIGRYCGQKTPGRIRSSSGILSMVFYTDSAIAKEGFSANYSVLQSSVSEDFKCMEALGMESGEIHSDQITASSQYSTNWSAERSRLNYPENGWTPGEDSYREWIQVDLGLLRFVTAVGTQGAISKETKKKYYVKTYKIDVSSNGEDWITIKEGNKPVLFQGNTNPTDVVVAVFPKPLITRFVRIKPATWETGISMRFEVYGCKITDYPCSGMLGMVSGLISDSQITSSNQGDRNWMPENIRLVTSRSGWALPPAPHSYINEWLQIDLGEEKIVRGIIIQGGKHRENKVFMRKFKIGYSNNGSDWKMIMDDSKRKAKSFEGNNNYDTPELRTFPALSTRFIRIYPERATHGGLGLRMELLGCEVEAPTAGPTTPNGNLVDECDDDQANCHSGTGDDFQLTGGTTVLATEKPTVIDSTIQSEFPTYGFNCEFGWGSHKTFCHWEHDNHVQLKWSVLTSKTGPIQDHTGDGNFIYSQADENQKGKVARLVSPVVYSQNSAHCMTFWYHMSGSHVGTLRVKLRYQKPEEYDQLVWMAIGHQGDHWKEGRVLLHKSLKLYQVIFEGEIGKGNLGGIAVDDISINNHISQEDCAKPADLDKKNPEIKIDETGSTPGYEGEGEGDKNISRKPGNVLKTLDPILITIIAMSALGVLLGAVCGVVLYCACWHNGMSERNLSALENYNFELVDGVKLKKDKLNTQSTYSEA
TbMetRS inhib: blocks T. brucei methionyl-tRNA synthetase activity. inhibition, % at 11.9 µM. purified T. brucei MetRS, ATP depletion, Kinase-Glo luminescence. actives 0.4% (n = 360,000). AID 624268;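 active = inhibition above a per-plate cutoff of the control wells' mean inhibition plus 3 SD, cut at about 5.5% in these data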;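 also: 0% = DMSO wells median and 100% = median of wells with control inhibitor compound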
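Material – parasite MetRS enzyme · Medium – HEPES-MgCl2-KCl buffer plus DTT, spermine, BSA, pyrophosphatase · Reagent – ATP, methionine and E. coli bulk tRNA substrates · Times – 15 min enzyme-compound preincubation, 2 h reaction, 10 min detection, 25 °C · Measured by – luminescence of leftover ATP · Evaluation – percent inhibition relative to median high and low control wells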
bovine MsrA act: bovine methionine sulfoxide reductase A activation. actives 0.3% (n = 360,000). activation, % at 10.6 µM. purified bovine MsrA, absorbance read-out. AID 602163; in the data active = activation above about 7.5%;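 also: 0% = vehicle and 100% = reference activator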
SUMO1-SIM PPI: modulators of human SUMO1-mediated protein-protein interactions; SUMO1 binding to a labelled peptide, TR-FRET, 1 h; actives 0.33% (n = 360,000); inhibition, % at 20 µM; AID 602429; in the data active = inhibition above about 37%
LMPTP inh: LMPTP (human) inhibition. P24666. AID 651560. recombinant LMPTP-A, OMFP fluorogenic substrate, fluorescence intensity. actives 0.22% (n = 360,000). inhibition, % at 20 µM;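 active = compounds that cut the enzyme signal by at least half of the control window in the single-dose screen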;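 also: plate controls were DMSO wells with enzyme plus substrate for no effect and substrate without enzyme for full effect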
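material = LMPTP-A | quantity = 0.625 nM enzyme | reagent = OMFP substrate, 400 µM final | buffer or medium = Bis-Tris pH 6.0, DTT, detergent | detection = endpoint fluorescence intensity from OMFP dephosphorylation | dosing = single 20 µM dose | read-out basis = % inhibition relative to no-enzyme and uninhibited control wells | control set = no-enzyme and uninhibited controls | timing = 50 min at room temperature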
DNMT1 inh: inhibitors of human DNMT1; P26358; DNMT1 molecular beacon, Hinp1I cleavage, fluorescence; inhibition (reported as % activation of signal), % at 10 µM; AID 588458; actives 0.83% (n = 360,000); in the data active = inhibition above about 50%
An asterisk follows results filed as active; x = not tested or not shown. Compounds were not picked by outcome, and some 4.3% of all compounds hit somewhere here.

SMILES	E coli Lon inh	MsrA inh	STEP block	Scp-1 inhibitor	CendR NRP1 mod	TbMetRS inhib	bovine MsrA act	SUMO1-SIM PPI	LMPTP inh	DNMT1 inh
Cc1ccc(NC(=O)CCC(=O)N/N=C/c2coc3ccccc3c2=O)cc1	-5.2	0.0	-1.8	-4.3	-24.3	-0.3	-3.2	-0.4	-0.8	3.5
CCn1ncc(C2=NOC(C(=O)Nc3cccc(O)c3)C2)c1C (centres undefined)	-1.4	1.9	-3.7	-8.1	18.0	0.6	-3.4	1.5	-0.9	0.3
CC(C)c1ccc(NC2CCCN(C(=O)c3ccc(Cn4cnnn4)cc3)C2)cc1 (centres undefined)	6.6	-1.1	-0.9	-6.2	4.3	-0.5	1.9	5.0	0.2	-5.3
Fc1ccccc1N1CCN(CC2CC3C=CC2C3)CC1 (centres undefined)	2.0	1.3	1.1	-2.0	-5.4	0.1	-1.0	0.4	0.3	5.0
CN1C(=O)c2ccccc2C(C(=O)O)C1c1cccc(F)c1 (centres undefined)	0.1	0.1	-1.4	-9.7	-14.6	0.9	-1.4	2.3	-0.6	-0.2
O=C(Nc1ccc(OC(F)(F)F)cc1)C1CCCN(C(=O)c2ccc(Cl)cc2)C1 (centres undefined)	-10.0	-1.8	2.1	-9.0	-3.6	-0.1	7.3	-3.9	3.6	0.9
O=C(NCCCN1CCCCC1)C1(S(=O)(=O)c2ccc(Cl)cc2)CC1	-1.3	-1.2	1.1	-12.9	8.0	-0.1	-2.4	-4.3	-1.2	2.0
C[n+]1ccn(CC(=O)c2cc(C(C)(C)C)c(O)c(C(C)(C)C)c2)c1	0.6	0.1	-1.6	-3.7	-2.3	-0.2	-2.9	2.1	-2.2	6.8
CNS(=O)(=O)c1cc(NC(=O)c2cnc(SC)n2-c2ccccc2)ccc1C	4.2	-2.0	-3.1	-10.1	7.8	-0.3	-2.9	1.6	-0.2	-4.1
c1ccc(-c2cc(-c3ccccc3)[nH]n2)cc1	4.3	0.1	-1.0	-0.3	2.6	-1.6	-3.5	0.2	1.0	-3.4
CCCc1cc(=O)[nH]c(SCC(=O)Nc2nc3ccc(OCC)cc3s2)n1	-0.4	-0.4	5.5	-0.8	2.3	-0.3	-5.1	6.0	-0.4	1.3
CC(=O)NC(c1ccccc1)c1nc(-c2cccc(C(F)(F)F)c2)cs1 (centres undefined)	-2.2	-0.8	-1.7	x	-1.7	0.5	-2.6	-1.7	1.1	9.9
COCCNC(=O)C[C@@H]1C[C@H]2c3cc(NC(=O)Nc4ccc(F)cc4)ccc3O[C@H]2[C@H](CO)O1	2.4	1.0	-1.6	x	-5.9	-1.8	-6.0	1.2	-0.5	5.3
COCCNC(=O)C1CC(=O)N(C2CCCCC2)C1 (centres undefined)	3.9	0.2	-1.6	-0.6	9.4	-0.2	0.2	-3.5	-3.0	1.4
Cc1cc(OCC(=O)NCc2ccccn2)c2c(C)c(C)c(=O)oc2c1	0.4	1.4	0.8	-6.2	12.3	-0.6	-4.2	-14.9	-0.2	2.3
Cn1c(-c2ccc3c(c2)OCO3)cc(=O)c2ccccc21	3.6	1.4	-1.3	9.5	-1.5	-1.4	-2.1	-0.2	-1.2	-2.8
CCCCCn1c(=N)c(S(=O)(=O)c2ccc(Br)cc2)cc2c(=O)n3cccc(C)c3nc21	-7.2	0.9	2.1	4.7	4.1	0.3	0.2	6.0	4.3	-1.4
Cc1cc(C)n(-c2ccc(C(=O)Nc3nnc(C)s3)cc2)n1	2.8	0.4	-6.6	-15.4	19.1	-0.4	-1.4	-1.6	-2.4	0.7
CCCn1c(N)c(N(CCOC)C(=O)/C=C/c2cccc(Cl)c2)c(=O)[nH]c1=O	-15.4	-1.2	3.6	-3.9	-10.9	-0.4	-0.2	0.0	-1.2	1.9
CC(C)CN(C(=O)CCCOc1ccc(Cl)cc1Cl)c1c(N)n(Cc2ccccc2)c(=O)[nH]c1=O	6.1	0.1	0.3	-0.4	-10.0	-0.3	-0.9	3.5	-0.3	-6.1
O=c1cc(NCc2ccc3c(c2)OCO3)[nH]c(=O)n1-c1ccc(Cl)cc1	3.8	-0.7	1.2	5.5	-1.4	-0.1	-3.4	3.2	0.7	3.3
COc1ccc(OC)c(N(CC(=O)N2CCN(c3cc(Cl)ccc3C)CC2)S(C)(=O)=O)c1	-8.4	1.7	-0.7	-5.2	5.0	-0.9	-10.3	0.3	2.0	-0.9
CC(/C=N/n1c(-c2ccccn2)n[nH]c1=S)=C\c1ccccc1	0.5	1.7	-2.7	-6.2	14.8	-0.3	-2.7	-1.0	-0.2	1.8
O=C1CC(c2ccco2)Cc2nc(Nc3ccc(F)cc3)ncc21 (centres undefined)	0.7	1.5	-1.4	-5.6	6.1	-0.5	-2.8	-0.5	47.8	-7.7
O=C(CCc1ccccc1)NNC(=O)c1ccccc1Br	-2.9	0.0	-1.1	6.6	3.7	0.1	-3.0	3.2	-0.5	2.2
SMILES	E coli Lon inh	MsrA inh	STEP block	Scp-1 inhibitor	CendR NRP1 mod	TbMetRS inhib	bovine MsrA act	SUMO1-SIM PPI	LMPTP inh	DNMT1 inh
COc1ccc(-c2cc(=O)oc3c(C)c(OCC(=O)NCCCn4ccnc4)ccc23)cc1	1.9	3.4	1.2	4.1	-2.0	1.0	2.5	-37.1	16.9	-2.6
C=C(C)Cn1c(N2CCCC2)nc2c1c(=O)n(C)c(=O)n2C	-3.7	-0.5	0.4	-2.8	8.8	-0.8	-1.0	0.4	-0.4	1.3
COc1cc2cc(CN(C(=O)NC3CCCCC3)C3CCCC3)c(=O)[nH]c2cc1OC	-13.4	0.8	-4.2	13.1	5.8	-1.5	-12.0	0.1	0.6	1.2
Cc1cccc(OCC(O)CN2CC3(C)CC2CC(C)(C)C3)c1 (centres undefined)	5.4	0.1	0.3	-6.3	-1.0	-0.1	0.5	0.9	0.0	6.5
CC(C)(C)c1ccc(C(=O)NCCC(=O)N2CCCC2)cc1	-1.7	-1.8	-0.2	6.6	-2.3	-0.1	-2.5	1.9	-0.8	2.1
O=C(CNc1ccccc1F)Nc1cccc2ccccc12	3.3	1.5	-0.8	-0.8	9.0	-0.3	0.4	-3.7	1.6	-3.8
CCOC(=O)CSc1nc2cc(C(=O)NCc3ccco3)ccc2c(=O)n1-c1ccc(F)cc1	6.2	x	-1.4	-6.5	-0.5	0.7	-0.8	-3.0	-0.1	34.5
CCOC(=O)Cn1c2[n+](c3ccccc31)CC(O)CS2 (centres undefined)	-3.8	0.3	-1.7	101.7*	1.0	-0.2	2.0	2.9	-2.3	1.8
CCN(CC)S(=O)(=O)c1ccc(OC)c(NC(=O)c2cccs2)c1	-9.0	-1.4	0.0	-7.5	25.3*	-0.6	-3.0	-2.1	0.3	-3.0
Cc1ccc(N(C(=O)CCCC(=O)Nc2ccccn2)C(C(=O)NC2CCCC2)c2ccc(O)cc2)cc1C (centres undefined)	-0.8	1.6	-0.9	0.7	4.8	-1.0	-12.2	-2.1	-0.9	0.0
O=C(N/N=C/c1ccc(OCC(=O)N2CCCC2)cc1)C(=O)NC1CC1	-3.9	0.8	-2.9	-6.8	11.0	-0.1	-3.3	7.6	-1.1	2.8
O=C(C/C=N\OCc1c(Cl)cccc1Cl)Oc1ccc(Cl)cc1Cl	0.8	0.3	1.5	4.1	8.6	0.1	-1.1	2.2	-0.4	3.2
COC(=O)C1(Cc2ccc(O)cc2)OC(=O)C(O)=C1c1ccc(O)cc1 (centres undefined)	-6.5	0.2	0.0	44.7	20.8	-1.0	-5.7	-12.2	0.9	15.8
Cc1ccc(NC(=O)Cc2noc3ccccc23)c(C)c1	-3.0	-0.6	6.1	-4.9	-3.0	-1.3	-6.2	-5.0	0.1	-2.1
CCOC(=O)C1CCCN(Cc2ccc(OC)c(OCc3ccccc3)c2)C1 (centres undefined)	-7.6	0.1	1.2	-1.9	22.8*	0.0	-1.1	5.2	-2.7	-0.3
Cc1ccccc1C(=O)NCC(=O)OC(C)C(=O)Nc1ccnn1C(C)C (centres undefined)	5.9	-0.5	-2.5	-3.8	4.6	-0.4	-2.6	2.5	-0.8	2.3
N#C/C(=C\c1ccncc1)c1nc2ccccc2c(=O)[nH]1	-3.9	0.0	2.2	0.4	-3.0	-1.0	-9.2	7.1	0.5	1.4
CC(C)CCNC(=O)C1c2ccccc2Oc2ccccc21	-7.5	0.4	0.9	-2.4	-10.6	-1.0	-3.3	1.5	-4.0	0.3
O=C(Nc1ccncc1)c1cc(C2CCCCN2C(=O)CCCc2ccccc2)on1 (centres undefined)	4.7	-0.3	1.4	x	-11.0	-0.4	-1.9	-5.8	-0.5	1.7
CCOc1ccccc1CNC(=O)C1CCC(=O)N1C(C)C (centres undefined)	-5.3	1.0	-0.8	8.6	8.4	-1.0	-3.9	4.6	-0.9	3.8
Cn1nc(C(F)(F)F)c(-c2ccccc2)c1NC(=O)c1nccnc1C(=O)O	-7.6	0.4	0.4	8.7	1.1	0.1	-2.4	1.5	-1.4	2.6
CCn1c(O)c(N=NC(=O)CNC(=O)/C=C/c2ccccc2)c2ccccc21	-4.7	2.0	5.9	-4.0	-9.2	0.1	-4.5	-24.0	1.6	1.1
C[C@@H](C(=O)Nc1ccc2ccccc2c1)[C@@H]1C[C@@]1(C)[C@@H](NC(=O)c1cccnc1)c1ccccc1	-7.1	1.4	0.7	6.4	0.7	-0.5	-0.6	-5.1	0.3	-4.4
COc1ccc(CCNC(=O)Cc2ccc(NS(=O)(=O)c3ccc(F)cc3)cc2)cc1OC	-0.6	0.1	-1.7	-2.2	2.9	0.2	-1.7	-3.6	0.4	4.2
COc1ccc(-c2ccc(SCC(=O)NCc3ccc4c(c3)OCO4)nn2)cc1OC	2.8	3.1	-0.8	17.4	-0.7	0.5	-2.7	5.5	-1.0	1.2

4 compounds from above, arranged by the number in Scp-1 inhibitor, largest number first.
structure	Scp-1 inhibitor
CCCc1cc(=O)[nH]c(SCC(=O)Nc2nc3ccc(OCC)cc3s2)n1	-0.8
Cc1ccc(NC(=O)CCC(=O)N/N=C/c2coc3ccccc3c2=O)cc1	-4.3
Cc1ccc(NC(=O)Cc2noc3ccccc23)c(C)c1	-4.9
CC(C)c1ccc(NC2CCCN(C(=O)c3ccc(Cn4cnnn4)cc3)C2)cc1 (centres undefined)	-6.2

Scp-1 inhibitor, what is marked active above.
SMILES | E coli Lon inh | MsrA inh | Scp-1 inhibitor | CendR NRP1 mod | TbMetRS inhib | bovine MsrA act | SUMO1-SIM PPI | LMPTP inh | DNMT1 inh
CCOC(=O)Cn1c2[n+](c3ccccc31)CC(O)CS2 (centres undefined) | -3.8 | 0.3 | 101.7* | 1.0 | -0.2 | 2.0 | 2.9 | -2.3 | 1.8
